West Nile virus CPE – West Nile virus antiviral activity, cell-based, CPE readout (AID 1621). West Nile virus-infected cells, CPE inhibition; higher % means a stronger effect. CPE inhibition, % at 10 µM, or IC50 in µM where a hit was titrated. hit rate 0.02% among 290,000; in the data active = a potency from the dose series; also: strong numbers were not always called active
SIAH1 antagonists – Siah-1 peptide-binding antagonists, primary screen, biochemical, fluorescence polarization, rhodamine-plectin, uHTS (AID 1817). hit rate 0.02% among 290,000. E3 ubiquitin-protein ligase SIAH1 (Homo sapiens). Siah-1 / rhodamine-plectin peptide fluorescence polarization; higher % means a stronger effect. displacement, % at 20 µM, or IC50 in µM where a hit was titrated;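 active = displacement of at least 50% at 20 µM, with a fluorescence ratio check between 0.3 and a set limit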;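 also: plate controls were Siah plus tracer with DMSO for no effect and tracer alone without Siah for full effect; strong numbers were not always called active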
PhoP inhibition – inhibitors of PhoP regulon expression, primary screen, Salmonella Typhimurium, GFP reporter (AID 1863); hit rate 0.16% among 300,000; S. Typhimurium PhoP-regulated promoter GFP reporter, 4 h; higher % means a stronger effect; one-dose inhibition, % at 50 µM; IC50 in µM for titrated hits;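 active = inhibition over 29.93%, a cutoff 3 SD above the screen mean, later confirmed by dose response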;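 also: 0% = low Mg2+ inducing control and 100% = high Mg2+ repressing control; strong numbers were not always called active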
* marks the source's active call; other numbers are inactive results. These rows are one share of the data; count on the stated rates, not on these rows.

#	West Nile virus CPE	SIAH1 antagonists	PhoP inhibition	SMILES
1	-0.4%	7%	0%	CCN1C(=O)[C@@H]2[C@H](C1=O)[C@@H]1C(=O)Nc3ccccc3C(=O)N1[C@@H]2c1cccc(Cl)c1
2	-0.6%	-2%	-7%	Cc1ccc(N=C2C(=O)Nc3ccccc32)c(C)c1
3	-0.4%	6%	-5%	CCc1nccn1CCC(=O)NC1CC(C)(C)Cc2c1cnn2-c1cccc(F)c1 (stereo not given)
4	11%	4%	-1%	COc1cc(C(=O)/C=C/c2cccnc2)ccc1O
5	0.4%	4%	1%	COc1cc(C(=O)OCC(=O)N2CCOCC2)c([N+](=O)[O-])cc1OC
6	-0.5%	-5%	6%	O=C(COc1cc2oc(=O)c3c(c2cc1Cl)CCC3)NCCN1CCOCC1
7	0.1%	-1%	-5%	Cc1ccc(OC(=O)c2cccc(S(=O)(=O)N3CCN(C)CC3)c2)c(Br)c1
8	-0.6%	-1%	3%	Cc1cc(NS(=O)(=O)c2ccc(NC(=O)c3cccnc3)cc2)nc(C)n1
9	0.2%	6%	-3%	O=C(Nc1ccccc1C(=O)NCC1CCCO1)c1ccc(Cl)cc1 (stereo not given)
10	0.4%	2%	-6%	C=CCn1c(SCC(C)=O)nc2scc(-c3ccc(C)o3)c2c1=O
11	1.6%	-6%	-6%	Cc1ccc[n+](CC(=O)Nc2ccc(C)c(C)c2)c1
12	-1.4%	-1%	5%	COc1cc(S(=O)(=O)NC2CC(C)(C)NC(C)(C)C2)c(OC)cc1Cl
13	-0.9%	5%	-3%	O=C(NC1CCN(Cc2ccccc2)CC1)c1ccccc1OCc1ccccc1
14	-0.5%	-1%	5%	COc1cccc(NC(=O)c2cnc(SC)nc2C)c1
15	0.0%	3%	-3%	CN(C)S(=O)(=O)N1CCC(Oc2cccc(C(=O)NC3CCOC3)c2)CC1 (stereo not given)
16	-0.4%	-2%	9%	O=C(Nc1ccc(N2CCOCC2)cc1N1CCOCC1)c1ccc([N+](=O)[O-])cc1Cl
17	-1.6%	-9%	9%	Cc1cc(C)cc(NC(=O)NCC2CCN(Cc3cc(C)ccc3C)CC2)c1
18	1.4%	-11%	2%	CCCCNC(=O)c1cn(CC)c2ccc(S(=O)(=O)N3CCCC3)cc2c1=O
19	-0.8%	1%	-3%	CCOc1ccc(CN2CCSCC2)cc1
20	0.1%	7%	-3%	Cc1cccc(C(=O)NCC(=O)N(C)CC(=O)Nc2ccc(N3CCOCC3)cc2)c1
21	-0.9%	2%	2%	CSc1cccc(CN2CCC(Oc3ccc(C(=O)N4CCCCC4)cc3)CC2)c1
22	0.1%	4%	5%	CC(C)CC(=O)Nc1nnc(S(=O)(=O)N2CCCCCC2)s1
23	-0.1%	1%	0%	Cc1ccc(C(=O)N2CCCC(Nc3ccc(C)c(C)c3)C2)c(=O)[nH]1 (stereo not given)
24	0.7%	6%	-2%	CS(=O)(=O)Nc1cccc(C2=NN(C(=O)c3ccccc3)C(c3cccs3)C2)c1 (stereo not given)
25	0.1%	1%	4%	CC(=O)Nc1ccc(NC(=O)[C@H](C)NC(=O)c2ccco2)cc1
26	-0.3%	9%	-6%	COc1ccc(C)cc1NC(=O)NNS(=O)(=O)c1ccc(NC(C)=O)cc1
27	-1.0%	-3%	16%	C=CCC(=O)NC1CC(C)(C)Cc2c1cnn2-c1ccc(C)cc1 (stereo not given)
28	-0.3%	1%	-8%	Cc1cccc(-c2nc(CS(=O)CC(=O)NCc3ccco3)c(C)o2)c1 (stereo not given)
29	0.3%	3%	-4%	COc1ccc(CCNC(=O)CN2C(=O)NC(Cc3c[nH]c4ccccc34)C2=O)cc1 (stereo not given)
30	1.1%	-2%	6%	CCOc1ccccc1NS(=O)(=O)c1ccc2c(c1)NC(=O)CCS2
31	-0.1%	3%	-2%	CCN(CC1CCCO1)C(=O)CCc1nnc(CCc2ccc(OC)cc2)o1 (stereo not given)
32	-0.3%	6%	0%	COc1ccc(-c2nnc(SCC(=O)N3CCCC3)o2)c(OC)c1
33	0.6%	-2%	3%	CCC(CC)c1nc(C(N)=O)c2[nH]c(=O)n(-c3ccc(OC)c(OC)c3)c2n1
34	-0.6%	-8%	7%	Cc1cc(NC(=O)OC2CCCCC2)ccc1[N+](=O)[O-]
35	-0.5%	0%	5%	CC1(C)Cc2c(cnn2-c2ccc(F)cc2)C(NC(=O)CN2CCCCC2=O)C1 (stereo not given)
36	0.2%	6%	-5%	O=C(CC(=O)Nc1ccc(Br)cc1)Nc1ccc(Br)cc1
37	-0.5%	0%	8%	CCOC(=O)c1c(NC(=O)COc2ccc3ccc(=O)oc3c2)sc(C(=O)N(C)C)c1C
38	0.2%	7%	-2%	CCCCn1c(N)c(N(CC)C(=O)c2cc(C)cc(C)c2)c(=O)[nH]c1=O
39	-1.5%	1%	1%	O=C(COc1nsnc1N1CCOCC1)Nc1ccc(Br)cc1
40	-0.4%	15%	7%	O=S1(=O)CCC(n2nccc2-c2ccccc2)C1 (stereo not given)
41	-0.1%	3%	-12%	Cc1cccc(C(=O)Nc2nnc(S(=O)(=O)N(C)Cc3ccco3)s2)c1
42	0.7%	-4%	13%	COc1ccccc1CNC(=O)[C@H](C)NC(=O)C1CCN(C(=O)[C@@H](N)CCSC)CC1
43	-0.2%	2%	4%	COc1ccc(N=Nc2c(C)n[nH]c2C)cc1
44	-0.6%	2%	5%	O=C(O)CCN1C(=O)C2C3C=CC(C2C1=O)C1C(=O)N(CCC(=O)O)C(=O)C31 (stereo not given)
45	0.4%	-2%	11%	COc1cc(/C=N/NC(=O)c2cc[n+]([O-])cc2)ccc1O
46	-0.6%	0%	-2%	COc1cc(OC)cc(C(=O)NCC(=O)N2CCN(c3ccc(O)cc3)CC2)c1
47	0.4%	-1%	-4%	COc1ccc(NS(=O)(=O)NC(=O)c2c(C)n(C)c3ccccc23)cc1
48	0.4%	-5%	7%	COc1ccc(-c2n[nH]c3c2CN(C(=O)c2ccccc2)CC3)cc1
49	-0.3%	2%	5%	CCN1CCN(Cc2c(C(=O)N/N=C(\C)c3ccc(Cl)c(Cl)c3)nnn2-c2nonc2N)CC1
50	0.1%	-2%	0%	CSc1nnc(N2C(=O)C(O)=C(C(=O)c3ccco3)C2c2ccc(F)cc2)s1 (stereo not given)
51	1.3%	2%	-4%	Cc1cc(Cl)cc(Cl)c1OCCN1CCCC1
52	-0.5%	2%	5%	O=C(NCC(c1ccco1)N1CCCCC1)c1ccc(NS(=O)(=O)c2ccc(F)cc2)cc1 (stereo not given)
53	-0.6%	3%	5%	O=C(NC1CCCC1)C1CCN(C(=O)c2ccc(Cl)cc2Cl)CC1
54	-0.6%	4%	8%	COc1ccc(-n2nc(C(=O)NCC(=O)NCCN(C)C)c3ccccc3c2=O)c(OC)c1
55	-0.5%	1%	-1%	C=CCNC(=O)CSc1nc2sccc2c(=O)n1-c1ccccc1
56	-0.3%	8%	-1%	CCOC(=O)C1(Cc2ccccc2)CCCN(C(=O)c2cnn(CC)c2)C1 (stereo not given)
57	0.7%	-6%	8%	CCOCCc1nn2c(=O)cc(CSCC(=O)Nc3ccccc3)nc2s1
58	-0.9%	5%	0%	COc1ccc(NC(=S)N2CCC(NC(=O)c3ccccc3C)CC2)cc1
59	-0.9%	0%	-2%	COc1ccc(O)c(CN2CCCC(C(=O)Nc3cccc(-n4cccn4)c3)C2)c1 (stereo not given)
60	-0.3%	5%	0%	CCc1nn(CC(=O)NC(C)CCc2ccccc2)c(=O)c2cc3cc(F)ccc3n12 (stereo not given)

Shown bar-delimited: part of the list above
no. | molecule | West Nile virus CPE | SIAH1 antagonists | PhoP inhibition
40 | O=S1(=O)CCC(n2nccc2-c2ccccc2)C1 (stereo not given) | -0.4% | 15% | 7%
41 | Cc1cccc(C(=O)Nc2nnc(S(=O)(=O)N(C)Cc3ccco3)s2)c1 | -0.1% | 3% | -12%
42 | COc1ccccc1CNC(=O)[C@H](C)NC(=O)C1CCN(C(=O)[C@@H](N)CCSC)CC1 | 0.7% | -4% | 13%
43 | COc1ccc(N=Nc2c(C)n[nH]c2C)cc1 | -0.2% | 2% | 4%
44 | O=C(O)CCN1C(=O)C2C3C=CC(C2C1=O)C1C(=O)N(CCC(=O)O)C(=O)C31 (stereo not given) | -0.6% | 2% | 5%
45 | COc1cc(/C=N/NC(=O)c2cc[n+]([O-])cc2)ccc1O | 0.4% | -2% | 11%
46 | COc1cc(OC)cc(C(=O)NCC(=O)N2CCN(c3ccc(O)cc3)CC2)c1 | -0.6% | 0% | -2%
47 | COc1ccc(NS(=O)(=O)NC(=O)c2c(C)n(C)c3ccccc23)cc1 | 0.4% | -1% | -4%
48 | COc1ccc(-c2n[nH]c3c2CN(C(=O)c2ccccc2)CC3)cc1 | 0.4% | -5% | 7%
49 | CCN1CCN(Cc2c(C(=O)N/N=C(\C)c3ccc(Cl)c(Cl)c3)nnn2-c2nonc2N)CC1 | -0.3% | 2% | 5%
50 | CSc1nnc(N2C(=O)C(O)=C(C(=O)c3ccco3)C2c2ccc(F)cc2)s1 (stereo not given) | 0.1% | -2% | 0%
51 | Cc1cc(Cl)cc(Cl)c1OCCN1CCCC1 | 1.3% | 2% | -4%
52 | O=C(NCC(c1ccco1)N1CCCCC1)c1ccc(NS(=O)(=O)c2ccc(F)cc2)cc1 (stereo not given) | -0.5% | 2% | 5%
53 | O=C(NC1CCCC1)C1CCN(C(=O)c2ccc(Cl)cc2Cl)CC1 | -0.6% | 3% | 5%
54 | COc1ccc(-n2nc(C(=O)NCC(=O)NCCN(C)C)c3ccccc3c2=O)c(OC)c1 | -0.6% | 4% | 8%
55 | C=CCNC(=O)CSc1nc2sccc2c(=O)n1-c1ccccc1 | -0.5% | 1% | -1%
56 | CCOC(=O)C1(Cc2ccccc2)CCCN(C(=O)c2cnn(CC)c2)C1 (stereo not given) | -0.3% | 8% | -1%

Next results
#	West Nile virus CPE	SIAH1 antagonists	PhoP inhibition	SMILES
61	-0.2%	2%	-3%	COCC(=O)N1CCC(Oc2ccc(C(=O)NCc3csc(C(C)C)n3)cc2)CC1
62	0.4%	-3%	-7%	NS(=O)(=O)c1ccc(CCNC(=O)COC(=O)C2CCC2)cc1
63	-1.0%	-4%	8%	Cc1ccc2nc(Nc3ccc(C)c(Cl)c3)c3nncn3c2c1
64	-0.2%	0%	-6%	CCOc1ccc(CNC(=O)C2CCCN(S(=O)(=O)N3CC(C)CC(C)C3)C2)cc1OC (stereo not given)
65	-0.2%	-4%	8%	O=C(Nc1ccc(Cl)c(Cl)c1)Nn1cnnc1
66	-0.1%	-6%	-1%	Cc1cccc(NC(=O)NNC(=O)c2cc3occc3[nH]2)c1C
67	-0.3%	-2%	1%	COc1cccc(CNC(=O)CCC2CCCN(C(=O)c3ccccc3N(C)C)C2)c1 (stereo not given)
68	-2.0%	-8%	4%	Cc1ccc2nc(-c3ccc(O)cc3)oc2c1
69	0.1%	-6%	9%	CC(=O)Nc1ccc(NC(=O)CSc2nccn2Cc2ccc(Cl)cc2)cc1
70	-0.8%	-4%	8%	C=CCn1c(=O)c2c(nc3n2CCCN3CCc2ccc(OC)c(OC)c2)n(C)c1=O
71	-0.7%	-2%	10%	CCOC(=O)CC(NC(=O)c1cccs1)c1ccc(C)cc1 (stereo not given)
72	-1.1%	9%	-8%	CC1CCN(C(=O)c2ccc(NC(=O)c3ccccc3)cc2)CC1
73	0.0%	0%	-3%	COCC(C)NC(=O)c1ccc2c(c1)S(=O)(=O)c1ccccc1C2=O (stereo not given)
74	-0.5%	2%	0%	Cc1ccc(-c2nc(CS(=O)(=O)CC(=O)NC3CCCCCC3)c(C)o2)cc1
75	0.0%	0%	-4%	N/C(=N\OC(=O)CCC1CCCC1)c1ccc(Cl)cc1
76	-0.7%	-4%	-4%	c1ccc2c(OCCCN3CCCCCC3)cccc2c1
77	-0.8%	-2%	3%	CC(NC(=O)CCCc1c[nH]c2ccccc12)c1ccc(F)cc1 (stereo not given)
78	-0.4%	-1%	0%	COc1ccc2[nH]cc(CCNC(=O)C3CC(=O)N(c4ccc(Cl)cc4)C3)c2c1 (stereo not given)
79	0.1%	-6%	4%	COc1ccc(Oc2coc3cc(O)ccc3c2=O)cc1
80	-0.5%	12%	0%	CCOCC(=O)Nc1ccc(S(=O)(=O)Nc2nccs2)cc1
81	0.0%	12%	-3%	O=C(CN1C(=O)c2ccccc2S1(=O)=O)NCc1ccccc1
82	0.0%	1%	-8%	C/C=C/C(=O)OCc1csc(CC(=O)Nc2ccccc2C)n1
83	0.0%	-1%	2%	Cc1noc(C)c1C(=O)N1CCCC(Nc2ccc(C(C)C)cc2)C1 (stereo not given)
84	-0.4%	2%	4%	COCCn1c(SCC(=O)Nc2ccc(C(C)=O)cc2)nnc1-c1ccco1
85	0.1%	-2%	9%	CN(C)Cc1c(C(=O)N/N=C/CCc2ccccc2)nnn1-c1nonc1N
86	-0.3%	6%	6%	COC(=O)C1=C(C)NC(=O)NC1c1ccc2ccccc2c1 (stereo not given)
87	-0.8%	1%	14%	CCC1CCCCN1C(=O)c1ccc([N+](=O)[O-])o1 (stereo not given)
88	-0.7%	4%	5%	C=CCN=C1N[C@@H](c2cccc(C(F)(F)F)c2)C(C(=O)OC)=C(C)N1CC
89	-0.1%	-3%	2%	COc1ccc(CNC(=O)C(c2ccc(C)o2)N(C(=O)c2snc(C(N)=O)c2N)c2ccccc2OC)cc1 (stereo not given)
90	0.0%	10%	1%	O=C(NCc1nnc(SCC(=O)N2CCCCC2)o1)c1c(F)cccc1Cl
